INS-1E GSIS act = GLuc luminescence reporter in INS-1E cells, primary screen for activators of glucose-dependent secretion of insulin | INS-1E GLuc reporter insulin secretion, 2-3 h | activation, % at 16.6 µM | AID 743287, 2014 | actives 0.61% (n = 370,000);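 active = lowest replicate activation of at least 40%, so every replicate reaches that level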;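 note: 0% = median of neutral control wells and 100% = median of IBMX positive control wells; some compounds called inactive have numbers as strong as hits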
RAD54 inh = inhibitors of human RAD54 branch migration, primary screen, biochemical, fluorescence, single point. inhibition, % at 10.4 µM. AID 602329, 2012. RAD54 Holliday junction branch migration, FAM/BHQ fluorescence. actives 0.14% (n = 360,000);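 active = mean normalized replicate activity at least 40 and at least half of replicates scoring 40 or more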;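 note: 0% = median of neutral control wells and 100% = median of positive control wells; inhibitors cause a drop in the FAM fluorescence signal; in these data hits start at about 50%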
Target sequence (Q92698 whole entry, looked up): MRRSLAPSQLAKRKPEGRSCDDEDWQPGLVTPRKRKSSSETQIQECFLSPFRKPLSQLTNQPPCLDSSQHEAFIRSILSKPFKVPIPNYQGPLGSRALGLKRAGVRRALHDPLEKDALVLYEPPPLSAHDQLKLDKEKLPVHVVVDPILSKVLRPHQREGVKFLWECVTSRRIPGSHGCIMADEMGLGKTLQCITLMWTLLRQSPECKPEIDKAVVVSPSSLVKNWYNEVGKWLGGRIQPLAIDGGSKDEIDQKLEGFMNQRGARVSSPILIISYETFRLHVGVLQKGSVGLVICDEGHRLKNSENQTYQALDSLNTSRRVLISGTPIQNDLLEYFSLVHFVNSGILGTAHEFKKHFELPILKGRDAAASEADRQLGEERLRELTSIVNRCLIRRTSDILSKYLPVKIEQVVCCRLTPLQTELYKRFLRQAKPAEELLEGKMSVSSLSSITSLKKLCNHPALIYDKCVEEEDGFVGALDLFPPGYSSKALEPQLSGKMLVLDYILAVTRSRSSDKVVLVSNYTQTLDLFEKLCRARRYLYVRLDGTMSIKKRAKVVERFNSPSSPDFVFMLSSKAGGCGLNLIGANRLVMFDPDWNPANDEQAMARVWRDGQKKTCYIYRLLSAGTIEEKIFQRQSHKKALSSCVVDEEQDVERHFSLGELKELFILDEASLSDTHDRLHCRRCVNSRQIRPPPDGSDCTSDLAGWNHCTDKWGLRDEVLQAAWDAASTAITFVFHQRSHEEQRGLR
Numbers without * were called inactive.

SMILES	INS-1E GSIS act	RAD54 inh
O=C1c2ccccc2C(=O)N1CCCn1nnc(-c2ccc(N3CCOCC3)cc2)n1	25	-3
CCOc1ncccc1C(=O)OCC(=O)Nc1c(C)cc(C)cc1C	-5	-2
Cc1ccc(OCc2nnc(NC(=O)c3ccco3)s2)cc1	8	-10
COc1ccc2c(c1)C(=O)c1ccccc1CO2	4	0
Cn1c(=O)c2c(nc(OCc3ccc4c(c3)OCO4)n2Cc2ccccc2Cl)n(C)c1=O	-6	-2
COc1ccc(-n2nc3cc(C)c(NC(=S)NC(=O)c4ccccc4C)cc3n2)cc1	21	3
COc1ccc(S(=O)(=O)N2CCC(C(=O)Nc3cccc(C(C)=O)c3)CC2)cc1	-4	-7
Cc1ccc(C(=O)Oc2ccc(-c3nccc(-c4ccccn4)n3)cc2)cc1	56*	-3
CN(CC(=O)O/N=C(\N)c1cccc([N+](=O)[O-])c1)S(=O)(=O)c1ccccc1	-15	0
O=C(CN1C(=O)c2ccccc2S1(=O)=O)NCCSC1CCCCC1	-5	8
CCc1cc(OCCCSc2nc(C)cc(=O)[nH]2)ccc1Cl	-21	-13
CCOc1ccc2c(c1)c1nnc(SCC(=O)N3CCC(C)CC3)nc1n2C	30	-5
O=c1c2cc(Br)ccc2nc(-c2cccc(C(F)(F)F)c2)n1O	-9	1
CCOCCCn1c(=O)c(NC(=O)c2ccc(OCC)cc2)c2n(c1=S)CCCCC2	-15	0
CNC(=O)c1cccn1-c1ccsc1C(=O)OC	0	-4

2 entries from above, as a markdown table.
| Compound | INS-1E GSIS act | RAD54 inh |
| --- | --- | --- |
| O=c1c2cc(Br)ccc2nc(-c2cccc(C(F)(F)F)c2)n1O | -9 | 1 |
| CCOCCCn1c(=O)c(NC(=O)c2ccc(OCC)cc2)c2n(c1=S)CCCCC2 | -15 | 0 |

More results follow:
SMILES	INS-1E GSIS act	RAD54 inh
Nc1nnc(COc2ccccc2)s1	27	3
CCOC(=O)N1CCC2(CC1)C(C#N)=C(N)Oc1n[nH]c(C)c12	-1	9
CCCCOc1ccccc1-c1cc(C(=O)O)[nH]n1	4	-8
CC1CCCC(C)N1C(=O)C1CC(c2ccc(F)cc2)=NO1 (configuration not stated)	-10	7
CC(C)c1ccc(CNC(=O)CSCC(=O)Nc2ccc3ccccc3c2)cc1	-14	8
Cc1ccccc1C(=O)c1c[nH]c(C(=O)NCC2CCCO2)c1 (configuration not stated)	-1	-3
COc1ccc(C(=O)Nc2ccccc2C(N)=O)cc1	12	-3
Cc1cccc(OC2(c3ccccc3)OC(=O)c3ccccc32)c1C (configuration not stated)	-16	5
CCCCCn1c(=S)[nH]c2ncccc2c1=O	5	-6
COc1ccc(-c2cc(C(F)(F)F)n3nc(C(=O)O)cc3n2)cc1OC	48*	-11
CCCc1cc(=O)[nH]c(SCCOc2ccc(OCC)cc2)n1	8	-5
CCOC(=O)Nc1sc(=S)n(C)c1C	15	9
CCOC(=O)c1cc(=O)n2nc(-c3ccc(C)cc3)nc2s1	20	-3
O=C1CCCC2=C1C(c1cccs1)Nc1ccc3ncccc3c12 (configuration not stated)	-3	-8
Cc1ccc(NC2=NC(C(=O)Nc3ccc(C)c(C)c3)CC(=O)N2)cc1 (configuration not stated)	7	2
Cc1ccc(NCc2nnc(SCC(=O)Nc3ncc(C)s3)n2Cc2ccco2)c(C)c1	156*	-1
CCOC(=O)c1cnc(-c2ccccc2)nc1Oc1ccc(Cl)cc1	31	3
COc1cc(OC)cc(-c2nc3ccccc3s2)c1	17	-23
CC(C)CNC(=O)C1CCN(c2ccc(S(=O)(=O)N3CCOCC3)cc2Cl)CC1	-15	11
Cc1cc(NC(=O)c2ocnc2C)no1	13	-1
Cc1ccc(S(=O)(=O)N2CCC(C(=O)NCCCN3CCCCCC3)CC2)cc1	-12	0
O=C(Nc1cccnc1)c1noc2c1CCCC2	1	-5
CCOc1ccccc1NC(=O)N1CCCC(c2nc3c(nnn3Cc3ccc(C)cc3)c(=O)[nH]2)C1 (configuration not stated)	-23	10
CCOC(=O)c1c(NC(=O)c2ccco2)sc2c1CCCCC2	18	4
COc1ccc(CNCCSc2nnnn2C)cc1OC	16	1
CC(=O)OC1CC(n2ccc(NC(=O)c3ccccc3)nc2=O)OC1CO (configuration not stated)	0	-8
Cc1ccc(NC(=O)c2ccc(S(=O)(=O)N3CCCCC3)cc2)cc1	6	1
Cc1cccc(C)c1NS(=O)(=O)c1ccc(F)cc1	-2	2
CCOc1ccc(NC(=O)CNC(=O)c2ccc(OC)c(OC)c2)cc1	4	-10
CCCNC(=O)c1ccccc1NC(=O)CN(c1ccccc1OCC)S(C)(=O)=O	24	4
CCOC(=O)N1CCC(NC(=O)c2cn(-c3ccc(OC)cc3)c(=O)c3ccccc23)CC1	5	3
Cc1nn(-c2ccccn2)c(C)c1Oc1ccccc1O	3	-5
Cc1ccc(SCc2cc(=O)[nH]c(Nc3nc(C)c4cccc(C)c4n3)n2)cc1	-11	4
O=C(Cn1c(C(F)(F)F)nc2ccccc21)Oc1cccc(C(F)(F)F)c1	-7	1
COCc1cc(Sc2cccc(Cl)c2Cl)nc(-c2ccccc2)n1	-29	10
O=C(Nc1ccc(C(=O)Oc2ccccc2)c(O)c1)c1ccco1	-19	-1
Cc1onc(-c2ccccc2Cl)c1C(=O)Nc1cccnc1	10	-2
CCCOc1ccc(NC(=O)CC2C(=O)N(CC)C(=S)N2Cc2cccs2)cc1 (configuration not stated)	-21	-12
Cc1cc(C)cc(N(CC(=O)NCC2CCCO2)C(=O)CN2C(=O)COc3ccccc32)c1 (configuration not stated)	1	-2
COc1cccc(CC(=O)Nn2c(C)nc3ccccc3c2=O)c1	5	9
CSc1ccc(S(=O)(=O)NCc2ccccc2Cl)cc1	-4	2
Cc1ccc(OCC(=O)c2cc(C)n(C3CC3)c2C)c([N+](=O)[O-])n1	-1	-3
Cn1c(Cc2ccccc2)nnc1SCc1ccc(C(=O)O)cc1	-6	-6
N#Cc1c(-c2cccs2)cc(C2CC2)nc1SCC(N)=O	59	-2
CCOc1cccc2cc(C(N)=O)c(=NCc3ccccc3)oc12	-9	-2

Shown as a markdown table: entries from further up.
| SMILES | INS-1E GSIS act | RAD54 inh |
| --- | --- | --- |
| Cc1cc(NC(=O)c2ocnc2C)no1 | 13 | -1 |
| Cc1ccc(S(=O)(=O)N2CCC(C(=O)NCCCN3CCCCCC3)CC2)cc1 | -12 | 0 |
| O=C(Nc1cccnc1)c1noc2c1CCCC2 | 1 | -5 |
| CCOc1ccccc1NC(=O)N1CCCC(c2nc3c(nnn3Cc3ccc(C)cc3)c(=O)[nH]2)C1 (configuration not stated) | -23 | 10 |
| CCOC(=O)c1c(NC(=O)c2ccco2)sc2c1CCCCC2 | 18 | 4 |
| COc1ccc(CNCCSc2nnnn2C)cc1OC | 16 | 1 |
| CC(=O)OC1CC(n2ccc(NC(=O)c3ccccc3)nc2=O)OC1CO (configuration not stated) | 0 | -8 |
| Cc1ccc(NC(=O)c2ccc(S(=O)(=O)N3CCCCC3)cc2)cc1 | 6 | 1 |
| Cc1cccc(C)c1NS(=O)(=O)c1ccc(F)cc1 | -2 | 2 |
| CCOc1ccc(NC(=O)CNC(=O)c2ccc(OC)c(OC)c2)cc1 | 4 | -10 |
| CCCNC(=O)c1ccccc1NC(=O)CN(c1ccccc1OCC)S(C)(=O)=O | 24 | 4 |
| CCOC(=O)N1CCC(NC(=O)c2cn(-c3ccc(OC)cc3)c(=O)c3ccccc23)CC1 | 5 | 3 |
| Cc1nn(-c2ccccn2)c(C)c1Oc1ccccc1O | 3 | -5 |
| Cc1ccc(SCc2cc(=O)[nH]c(Nc3nc(C)c4cccc(C)c4n3)n2)cc1 | -11 | 4 |
| O=C(Cn1c(C(F)(F)F)nc2ccccc21)Oc1cccc(C(F)(F)F)c1 | -7 | 1 |
| COCc1cc(Sc2cccc(Cl)c2Cl)nc(-c2ccccc2)n1 | -29 | 10 |
| O=C(Nc1ccc(C(=O)Oc2ccccc2)c(O)c1)c1ccco1 | -19 | -1 |
| Cc1onc(-c2ccccc2Cl)c1C(=O)Nc1cccnc1 | 10 | -2 |
| CCCOc1ccc(NC(=O)CC2C(=O)N(CC)C(=S)N2Cc2cccs2)cc1 (configuration not stated) | -21 | -12 |
| Cc1cc(C)cc(N(CC(=O)NCC2CCCO2)C(=O)CN2C(=O)COc3ccccc32)c1 (configuration not stated) | 1 | -2 |
| COc1cccc(CC(=O)Nn2c(C)nc3ccccc3c2=O)c1 | 5 | 9 |
| CSc1ccc(S(=O)(=O)NCc2ccccc2Cl)cc1 | -4 | 2 |
| Cc1ccc(OCC(=O)c2cc(C)n(C3CC3)c2C)c([N+](=O)[O-])n1 | -1 | -3 |
| Cn1c(Cc2ccccc2)nnc1SCc1ccc(C(=O)O)cc1 | -6 | -6 |
| N#Cc1c(-c2cccs2)cc(C2CC2)nc1SCC(N)=O | 59 | -2 |
| CCOc1cccc2cc(C(N)=O)c(=NCc3ccccc3)oc12 | -9 | -2 |

Later entries.
SMILES	INS-1E GSIS act	RAD54 inh
Cc1ccc(C(=O)NCc2ccc(Cl)cc2)o1	-6	-8
O=C(Nc1c(C(=O)N2CCOCC2)cnn1-c1ccccc1)c1ccco1	-4	0
O=C(COc1ccc2c(c1)OCO2)NC12CC3CC(CC(C3)C1)C2	-8	-4
CCOc1cc(/C=N/n2cnnc2)c(Br)cc1O	-4	-11
O=C(Nc1ccccc1)c1ccc2nc(-c3ccco3)c(-c3ccco3)nc2c1	-27	-2
Cc1cccc(NC(=S)N(CCN(C)C)C(C)c2ccccn2)c1 (configuration not stated)	10	-2
CCN1C(=O)c2cccc3c(S(=O)(=O)NCc4ccco4)ccc1c23	2	-3
CCCCCc1nnc(N)s1	12	1
COc1ccc(-c2noc(CCC(=O)N3CCC(C)CC3)n2)cc1	3	2
O=C(NCc1ccccn1)c1cc(-c2ccccc2)on1	21	7
O=C(Nc1cccnc1)c1ccc(Oc2ccccc2)cc1	-23	6
CCN(CC)S(=O)(=O)c1ccc(C(=O)OCn2c(SC)nnc(C)c2=O)cc1	1	1
CCNC(=O)C1CC(=O)N(Cc2ccc3c(c2)OCO3)C(=Nc2ccc(F)cc2)S1 (configuration not stated)	-11	-14
Cn1c(C(=O)O)c(CC(=O)Nc2ccc(F)cc2F)c2ccccc21	-5	-3
FC(F)(F)c1cnc(Nc2ccc(N3CCOCC3)cc2)c(Cl)c1	0	4
CC(=O)NC(C)C(=O)OCc1ccc(Cl)cc1Cl (configuration not stated)	-16	2
Cc1ccc(NC(=O)CSCC(=O)N2c3ccccc3CCc3ccccc32)cc1	-16	-5
COc1ccc2c(c1OC)C(=O)OC2Nc1ccccc1S(=O)(=O)C(F)F (configuration not stated)	6	-1
O=C(CN1CCCCCC1)Nc1ccc(Br)cc1	5	-8
Nc1ncn(C23CC4CC(CC(C4)C2)C3)n1	6	7
Cc1ccc(-c2nnc3ccc(SCC(=O)NCc4ccco4)nn23)cc1	4	-8
Cc1c(C(=O)N2CCOCC2)oc2c1C(=O)CC(C)(C)C2	15	-3
CCOC(=O)c1sc(C)c2c(=O)n(CC)nnc12	3	-1
Cc1nn(Cc2ccc(Cl)cc2)c(C)c1NC(=O)CSc1nc2c(c(C(F)(F)F)n1)CCc1ccccc1-2	11	1
CS(=O)(=O)Nc1ccc(C(=O)N2CCN(c3ccccc3F)CC2)cc1	-13	-4
CC(C)(C)NC(=O)CN(C(=O)CS(=O)CC(=O)Nc1ccc(F)cc1)c1ccc(Cl)cc1 (configuration not stated)	-9	4
Cc1ccc(/C=N/NC(=O)C(NC(=O)c2ccccc2)c2n[nH]c(=O)c3ccccc23)cc1 (configuration not stated)	-19	-5
O=C1c2ccccc2NC(c2ccccn2)N1c1ccc(Cl)cc1 (configuration not stated)	62*	-3
COCCn1c(C23CC4CC(CC(C4)C2)C3)n[nH]c1=S	16	3
CC(=O)c1ccc(N2CCN(C(=O)c3cc(-c4ccc5c(c4)OCO5)nc4ccccc34)CC2)cc1	-2	-6
COc1ccccc1NC(=O)N(CCN1CCCC1)Cc1cc2cc(C)ccc2[nH]c1=O	24	-7
CC(C)c1ccc2[nH]c(O)c(N=NC(=O)c3cccc(S(=O)(=O)N4CCCCC4)c3)c2c1	-17	-1
O=C(CC1(O)C(=O)Nc2ccccc21)c1cccnc1 (configuration not stated)	-6	-7
CCCC(=O)Nc1ccc2c(c1)nc(CN1CCN(C(C)=O)CC1)n2C	18	4
COc1ccc(CN2CCc3ccccc3C2)c(OC)c1OC	10	-10
Cc1nnc(SCC(=O)Nc2ncc(Cc3ccc(F)cc3)s2)n1N	25	-6
C=CCN(CC=C)S(=O)(=O)c1ccc(NC(=S)NC(=O)Cc2ccc(OC)cc2)cc1	-19	0
CC(=O)c1c(OCC(=O)O)ccc2c(C)cc(=O)oc12	11	-3
COc1ccc(OC)c(NC(=O)CS(=O)(=O)c2ccccc2)c1	5	6
COc1ccccc1NC(=O)NC(=O)N(C(C)C)S(C)(=O)=O	6	-6
CCOC(=O)C1CN(S(=O)(=O)c2ccc(OC)cc2)c2cc(S(=O)(=O)CC)ccc2O1 (configuration not stated)	18	6
CCOC(=O)N1CCC(NC(=O)C2CCCN(c3nc4ccccc4o3)C2)CC1 (configuration not stated)	12	-17
CC1(C)CC(=O)c2cnc(NC(=O)Cc3ccc(Cl)cc3)nc2C1	-2	-1
Cc1c(Cl)cccc1NC(=S)NCCC(c1ccccc1)c1ccccc1	-49	-2
O=C(C1CCC1)N1CCc2cc(S(=O)(=O)NCc3ccccn3)ccc21	18	-3
O=C(NC1CCCC1)C(c1cccnc1)N(C(=O)c1csnn1)C1CCCC1 (configuration not stated)	7	-9
CC(C)n1nc(C(=O)Nc2nnc(SCc3c(Cl)cccc3Cl)s2)c2ccccc2c1=O	-18	-10

Source: PubChem (Broad Institute)

The list is partial; count on the stated rates, not on these rows.
